Rat MKP-3 inhibitors = MKP-3 phosphatase inhibitors, primary screen, biochemical, rat enzyme, in vitro (AID 425). recombinant MKP-3 phosphatase activity, fluorescence; higher % means a stronger effect. inhibition, % at 20 µM, or IC50 in µM where a hit was titrated. actives 0.17% (n = 110,000); in the data active = inhibition above about 50%;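 also: plate controls were vehicle for no effect and reference inhibitor for full effect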
Hsp70 displacement = Hsp70 inhibitors, probe displacement, primary screen, biochemical, fluorescence polarization (AID 583) | actives 0.06% (n = 140,000) | displacement, % at 20 µM, or IC50 in µM where a hit was titrated | Hsp70 fluorescence polarization probe displacement, mP; higher % means a stronger effect; in the data active = displacement above about 50%;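 also: plate controls were vehicle for no effect and reference ligand for full effect; a part of the inactive calls stands beside numbers as strong as those of hits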
Starred values were filed as active, the others as inactive; · = no result given; & = joins results of further samples.

SMILES	Rat MKP-3 inhibitors	Hsp70 displacement
C=CCOc1ccc(/C=C/C(=O)c2ccc(F)cc2)cc1OC	7%	-3.9%
Cc1cc(N/C=C2\CCCCC2=O)no1	1%	·
OCc1nc2ccccc2n1/N=C/c1ccccc1	0%	4.2%
CCCC(=O)n1nc(-c2cccnc2)nc1N	·	0.4%
CP(=O)(COC(=O)c1ccccc1)COC(=O)c1ccccc1	-8%	0.1%
COc1ccccc1/C=C/CN1CC(C)OC(C)C1 (centres undefined)	-6%	2.6%
Cc1cc2n(n1)C(c1ccc3c(c1)OCO3)Nc1ccccc1-2 (centres undefined)	4%	-2.5%
CCOc1ccc2[nH]c(=O)c(CN(CC3CCCN3CC)C(=O)NCc3ccccc3)cc2c1 (centres undefined)	-14%	0.6%
COCCNC(=O)c1ccc2c(=O)n(CCOC)c(=O)[nH]c2c1	9%	4.8%
O=C(O)C1CC(=O)N(C2CCCCC2)C1c1ccccc1 (centres undefined)	·	2.4%
Cc1cccc(N(CC(O)CN(C)C)S(=O)(=O)c2ccccc2)c1 (centres undefined)	-5%	-3.1%
Cc1[nH]c(=O)[nH]c(=O)c1NC(=O)c1cccs1	-1%	-1.5%
COc1ccc(NC(=O)CN(c2ccccc2OC)S(=O)(=O)c2ccccc2)cc1OC	-1%	-5.1%
CCOc1cccc(C(=O)Nc2scc(-c3ccc(C)cc3)c2C(=O)OC)c1	0%	4.3%
Cc1ccc2nc(N3CCN(Cc4nnnn4Cc4ccccc4)CC3)c(C#N)cc2c1	3%	-4.3%
Cc1cc(C)n(CCOc2nonc2N)n1	-7%&-1%	2.7%&4.0%
O=C(CN1CCC(Cc2ccccc2)CC1)Nc1ccc2c(c1)OCCO2	·	1.6%
N#C/C(=C/c1cccc(Cl)c1)c1nc(-c2ccc(Cl)cc2)cs1	-4%	4.1%
COCc1cc(C)nc(N2CCN(c3ccccc3)CC2)c1C#N	2%	-5.1%
CC(=O)C1=C(O)C(=O)N(CCN2CCNCC2)C1c1cccc([N+](=O)[O-])c1 (centres undefined)	2%	4.8%
CC1CN(C(=O)Cc2ccccc2[N+](=O)[O-])CC(C)O1 (centres undefined)	-3%	2.3%
Fc1ccc(NCc2cccnc2)cc1F	·	36%
CCOC(=O)c1ccc(NC(=O)N2CCN(C3CCCCC3)CC2)cc1	·	0.9%
O=C(COc1ccc(Cl)cc1Br)Nc1ccc2c(c1)OCCO2	4%	-0.6%

Retrieved by structure from above (two):
SMILES	Rat MKP-3 inhibitors	Hsp70 displacement
Cc1ccc2nc(N3CCN(Cc4nnnn4Cc4ccccc4)CC3)c(C#N)cc2c1	3%	-4.3%
COCc1cc(C)nc(N2CCN(c3ccccc3)CC2)c1C#N	2%	-5.1%

(further entries)
SMILES	Rat MKP-3 inhibitors	Hsp70 displacement
O=C(OCCN1C(=O)c2ccccc2C1=O)C1CCN(S(=O)(=O)c2cccs2)CC1	-4%	-0.1%
S=C(Nc1ccc2c(c1)oc1ccccc12)Nc1cccc2ccccc12	8%	6.0%
CCOc1cc(C2C(C(=O)OC)=C(C)N(C)C(C)=C2C(=O)OC)ccc1OC(C)=O	2%	-5.3%
CC(=O)Nc1ccc2nc(N)sc2c1	·	-2.4%
CCOc1cc(C2C(C#N)=C(N)Oc3n[nH]c(C)c32)ccc1OCCN1CCOCC1 (centres undefined)	-3%	0.5%
CNCCOc1nc(-c2ccccc2)cc(-c2ccccc2)n1	4%	-4.1%
COc1cc(C2Nc3cccc4cccc(c34)N2)ccc1OC(C)=O	-2%	10%
CNC(=O)CC1Sc2ccccc2NC1=O (centres undefined)	3%	2.3%
CCOC(=O)CN(C(=O)CSc1nnc2c(n1)[nH]c1ccc(F)cc12)c1ccccc1	·	-4.7%
C=CCn1c(SCC(=O)c2ccc(NS(=O)(=O)c3ccccc3)cc2)nnc1-c1cccs1	-4%	-0.4%
Cc1ccc(-c2cc3nc(-c4ccccc4)cc(C)n3n2)cc1	2%	-3.8%
O=c1sc2ccccc2n1COc1ccccc1	-5%	-3.3%
COc1cc2nc(C)sc2cc1SC	-3%	3.2%
O=C(Nc1ccc(Cl)cn1)c1ccc(COCC(F)(F)C(F)F)o1	-9%	-2.1%
O=C(COc1ccc2ccccc2c1Br)Nc1ncn[nH]1	2%	-2.2%
CCN(Cc1ccccc1)C(=O)Cn1c(=O)n(CC(=O)NCc2ccco2)c(=O)c2sccc21	-3%	-2.2%
COc1ccc(NS(=O)(=O)c2ccc(Cl)cc2)cc1Cl	-2%	0.2%
O=C(CCN1CCN(c2ccccn2)CC1)Nc1ccc(F)cc1	0%	-1.3%
O=P(O)(CCc1ccccn1)CN1CCCCC1	-4%	0.4%
CC(C)COc1ccc(C(=O)Nc2ccc(-c3nc4ccccc4o3)cc2)cc1	0%	2.1%
CCOc1cc(-c2ccc(OC)c(OC)c2)cc(=O)c2c(C)oc(C)c12	2%	1.2%
Cc1nn(-c2cc(C)c3ccccc3n2)c2c1CCC2	·	2.4%
CC(=O)O[C@H]1C(=O)[C@]2(C)[C@H]([C@H](OC(=O)c3ccccc3)[C@]3(O)C[C@H](OC(=O)[C@H](O)[C@@H](NC(=O)c4ccccc4)c4ccccc4)C(C)=C1C3(C)C)[C@]1(OC(C)=O)CO[C@@H]1C[C@@H]2O	-3%	·
Cc1cc(C(=O)COc2ccc3ccc(=O)oc3c2)c(C)n1Cc1cccs1	2%	4.3%

For reference, 19 of the compounds above:
SMILES	Rat MKP-3 inhibitors	Hsp70 displacement
CCOc1cc(C2C(C(=O)OC)=C(C)N(C)C(C)=C2C(=O)OC)ccc1OC(C)=O	2%	-5.3%
CC(=O)Nc1ccc2nc(N)sc2c1	·	-2.4%
CCOc1cc(C2C(C#N)=C(N)Oc3n[nH]c(C)c32)ccc1OCCN1CCOCC1 (centres undefined)	-3%	0.5%
CNCCOc1nc(-c2ccccc2)cc(-c2ccccc2)n1	4%	-4.1%
COc1cc(C2Nc3cccc4cccc(c34)N2)ccc1OC(C)=O	-2%	10%
CNC(=O)CC1Sc2ccccc2NC1=O (centres undefined)	3%	2.3%
CCOC(=O)CN(C(=O)CSc1nnc2c(n1)[nH]c1ccc(F)cc12)c1ccccc1	·	-4.7%
C=CCn1c(SCC(=O)c2ccc(NS(=O)(=O)c3ccccc3)cc2)nnc1-c1cccs1	-4%	-0.4%
Cc1ccc(-c2cc3nc(-c4ccccc4)cc(C)n3n2)cc1	2%	-3.8%
O=c1sc2ccccc2n1COc1ccccc1	-5%	-3.3%
COc1cc2nc(C)sc2cc1SC	-3%	3.2%
O=C(Nc1ccc(Cl)cn1)c1ccc(COCC(F)(F)C(F)F)o1	-9%	-2.1%
O=C(COc1ccc2ccccc2c1Br)Nc1ncn[nH]1	2%	-2.2%
CCN(Cc1ccccc1)C(=O)Cn1c(=O)n(CC(=O)NCc2ccco2)c(=O)c2sccc21	-3%	-2.2%
COc1ccc(NS(=O)(=O)c2ccc(Cl)cc2)cc1Cl	-2%	0.2%
O=C(CCN1CCN(c2ccccn2)CC1)Nc1ccc(F)cc1	0%	-1.3%
O=P(O)(CCc1ccccn1)CN1CCCCC1	-4%	0.4%
CC(C)COc1ccc(C(=O)Nc2ccc(-c3nc4ccccc4o3)cc2)cc1	0%	2.1%
CCOc1cc(-c2ccc(OC)c(OC)c2)cc(=O)c2c(C)oc(C)c12	2%	1.2%

(listing goes on)
SMILES	Rat MKP-3 inhibitors	Hsp70 displacement
CCOc1cc([N+](=O)[O-])cc(/C=C2\SC(=S)N(C)C2=O)c1O	0%	7.2%
COC(=O)c1c(-c2ccc(F)cc2)csc1NC(=O)C1CCCCC1C(=O)O (centres undefined)	0%	-0.4%
COc1ccc(CCNC(=O)Cc2ccccc2)cc1	2%	3.3%
CC(C)(C)n1ncc2c(=O)n(CC(=O)N3CCN(c4ccccc4)CC3)cnc21	-10%	1.4%
COc1ccc(NS(=O)(=O)c2ccc(OC)c(Br)c2)c(OC)c1	0%	-0.3%
Cc1ccc(-n2c(SCC(=O)NCc3ccco3)nc3sc4c(c3c2=O)CC(C)(C)SC4)cc1	·	-6.5%
CC(C)NS(=O)(=O)c1ccc2c(c1)oc(=O)n2C	3%	3.1%
CCC(=NC(CC)CO)C1=C(O)CC(C)(C)CC1=O (centres undefined)	-7%	2.7%
Cn1cccc1/C=N/n1cnnc1	-10%	3.2%
Cc1cnc(NC(=O)c2c(O)c3cccc4c3n(c2=O)CCC4)s1	4%	3.4%
CCN(CC)c1ccc(/C=c2/sc3nc4ccccc4n3c2=O)cc1	0%	-19%
COc1cc2c(cc1OC)C(c1ccccc1)=NC1(CCCC1)C2	2%	0.8%
Cc1ccc(NC(=O)N2CCCN(Cc3ccc(F)cc3)C2)cc1C	-6%	-0.4%
CCN(C(=O)c1ccc(C)c([N+](=O)[O-])c1)c1ccccc1C	0%	2.9%
CC1CCN(c2ccc(C=C3C(=O)c4ccccc4C3=O)cc2[N+](=O)[O-])CC1	-1%	-1.3%
CCOc1cc(/C=C2/NC(=O)N(CC(=O)Nc3cccc(C)c3)C2=O)ccc1O	·	-2.8%
O=C(NCc1ccco1)c1cc2sccc2n1Cc1ccccc1	-7%	2.8%
CCC1(CC)NC(=S)N(c2ccc(C)cc2)N1	-5%	-1.4%
Cc1ccc(S(=O)(=O)Oc2ccc3c(c2)O/C(=C\c2cccnc2)C3=O)cc1	·	0.5%
O=C(CN(c1cccc([N+](=O)[O-])c1)S(=O)(=O)c1ccccc1)Nc1ccccc1Br	3%	4.5%
COc1cccc(Nc2cc(C)nc3nc(C)nn23)c1	11%	0.5%
CN(Cc1ccccc1)C1CC(=O)N(c2ccc(F)cc2)C1=O (centres undefined)	5%	-4.5%
CCOc1cccc2cc(C(=O)Nc3cc(C)on3)c(=O)oc12	-4%	-1.0%
O=C(NCCCN1CCN(CCCNC(=O)c2ccc(F)cc2)CC1)c1ccc(F)cc1	0%	1.7%
Cc1ccc(NC(=O)c2ccc(S(=O)(=O)NCC3CCCO3)cc2)cc1 (centres undefined)	-3%	9.0%
COc1ccc(S(=O)(=O)N(CC(=O)N2CCN(C)CC2)C2CCCCC2)cc1OC	-7%	-0.1%
COc1ccc(OCC(=O)N2CCN(c3nnc(-c4ccccc4)c4ccccc34)CC2)cc1	-4%	-3.1%
Cc1ccc(C)c(OCCCCCn2ccnc2)c1	6%	-1.9%
O=C1C2=C(C(c3ccccc3)=NCCN2)C(c2ccc(O)cc2)N1c1ccccc1 (centres undefined)	0%	9.4%
Cc1cc(C)c2[nH]c(=O)c(CN(CC3CCCO3)C(=O)C3CCCO3)cc2c1 (centres undefined)	3%	4.1%
CC(=O)C1C(=O)c2ccccc2C1=Nc1ccc2cccnc2c1 (centres undefined)	1%	7.2%
N#CCSc1nnc(Cc2cccc3ccccc23)n1C1CCCCC1	-6%	9.6%
CCC(Sc1nc(=O)cc(N)n1-c1ccccc1)C(=O)Nc1ccc(Cl)cn1 (centres undefined)	-4%	-3.8%
COC(=O)c1ccc(CSc2nc3sc4c(c3c(=O)n2C)CCCC4)o1	7%	-0.1%
O=C(Nc1ccc(F)cc1)N(CCCN1CCOCC1)Cc1cc2cc3c(cc2[nH]c1=O)OCO3	-1%	·
CC(C)(C)c1ccc(C(=O)NCC(=O)OCN2C(=O)c3ccccc3C2=O)cc1	·	-3.6%
COc1ccc(CN(CC(=O)NCC2CCCO2)C(=O)CCC(=O)Nc2cc(C)ccn2)cc1 (centres undefined)	-2%	6.9%
Cc1cccc(-n2c(SCC(=O)Nc3nnc(C)s3)nnc2-c2ccoc2C)c1	-6%	3.9%
O=C1CCCN1c1ccc(S(=O)(=O)Nc2cccnc2)cc1	0%	-3.5%
COCCOC(=O)c1c(C)oc2ccc(OC(=O)c3ccc4c(c3)OCO4)cc12	-3%	0.7%
CCN1CCCC1CNC(=O)c1ccc(CS(=O)(=O)c2ccccc2C)o1 (centres undefined)	1%	3.6%
O=c1c(-c2ccc(Br)cc2)coc2c(CN3CCOCC3)c(O)ccc12	-4%	-1.5%
C=C(C)Cn1c(SCC(N)=O)nc2sc3c(c2c1=O)CCC3	-2%	-1.4%
c1cncc(-c2nnc(SCc3cccc4ccccc34)o2)c1	-5%	5.2%
O=C1C(=O)N(Cc2ccc(Cl)c(Cl)c2)C2C=CC=CC12 (centres undefined)	2%	-0.6%
FC(F)C(F)(F)C(F)(F)C(F)(F)c1cc(-c2ccccc2)n[nH]1	-10%&-1%	-2.9%&2.6%
CCOC(=O)c1c(C)n(-c2ccccc2OC)c2c1cc(O)c1ccccc12	-1%	-0.2%
O=C(Nc1cccc(CCc2ccccn2)c1)Nc1cccc2ccccc12	0%	-8.6%
CCOC(=O)c1c(NC(=O)c2cc(Br)ccc2OC)sc2c1CCCC2	-2%	-3.3%
CCN(CC)C(=O)C1CCN(c2ncnc3c2cnn3-c2ccc(C)cc2C)CC1	-15%	1.6%
CC1S/C(=N\N=C\c2ccccc2F)NC1=O (centres undefined)	4%	3.6%
O=C1CCCC(O)=C1C=Nc1ccc2c(c1)oc1ccccc12	-2%	0.2%
CC(=O)c1c(N2CCN(Cc3ccc4c(c3)OCO4)CC2)nc(=S)n(-c2ccccc2)c1C	-6%	4.2%
O=C(CCN1C(=O)c2ccccc2S1(=O)=O)Nc1nc2c(s1)CCCC2	-8%	4.7%
COCCCNC(=O)CN(c1cc(Cl)cc(Cl)c1)S(C)(=O)=O	·	-3.0%
COc1ccc(NC(=O)CC2C(=O)N(c3cccc(OC)c3)C(=O)N2C2CCCCC2)cc1 (centres undefined)	4%	-2.9%
O=C(c1c(F)cccc1F)N1CCN(c2cc(N3CCCC3)c(F)cc2[N+](=O)[O-])CC1	4%	-1.1%
CS(=O)(=O)N(CC(=O)N1CCCCCC1)Cc1ccc(Cl)cc1	·	2.0%
CCOC(=O)N1CCN(C(=O)c2ccc(N(Cc3ccccc3)S(C)(=O)=O)cc2)CC1	·	-3.8%
Cn1c(SCC(=O)N2c3ccccc3Sc3ccccc32)nnc1-c1ccco1	10%	5.0%
CCN(c1ccc(C)c(C)c1)S(=O)(=O)c1c(C)[nH]c(=O)[nH]c1=O	·	0.4%

These rows are one share of the data. The share of hits here may be higher or lower than overall.
